Screening results from PubChem BioAssay.
RORgamma inh – qHTS for inhibitors of ROR gamma transcriptional activity; Nuclear receptor ROR-gamma (Mus musculus), P51450; Drosophila S2 Gal4-RORgamma UAS-luciferase reporter, 20 h; Potency, µM (titrated, usually from 53.6 µM), inactives show at the highest dose activity change, negative = inhibition, usual class: inhibitors; actives 5.4% (n = 310,000); further: potency means the concentration at half of the fitted maximal effect; on the % scale 0 is the no-effect control and ±100 the full control effect; nearly all actives have a fitted effect of over 60% in size
Target sequence (P51450 whole entry, looked up, the tested form may be a part): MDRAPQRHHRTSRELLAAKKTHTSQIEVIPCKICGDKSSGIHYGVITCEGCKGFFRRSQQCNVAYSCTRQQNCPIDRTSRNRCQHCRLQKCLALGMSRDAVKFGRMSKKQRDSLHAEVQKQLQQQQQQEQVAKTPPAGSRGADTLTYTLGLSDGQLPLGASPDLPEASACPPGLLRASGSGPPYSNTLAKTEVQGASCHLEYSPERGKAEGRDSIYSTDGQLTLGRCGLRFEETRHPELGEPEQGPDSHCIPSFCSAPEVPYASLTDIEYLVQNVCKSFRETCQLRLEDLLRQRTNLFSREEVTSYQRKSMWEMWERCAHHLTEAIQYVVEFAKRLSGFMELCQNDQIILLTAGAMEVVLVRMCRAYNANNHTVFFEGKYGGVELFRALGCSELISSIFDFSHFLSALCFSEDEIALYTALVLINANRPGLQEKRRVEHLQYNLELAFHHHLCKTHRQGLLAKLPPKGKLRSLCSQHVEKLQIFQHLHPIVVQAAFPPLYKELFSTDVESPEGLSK
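A Gal4/UAS one-hybrid system in insect cells: metallothionein-promoter Gal4–ROR gamma fusion plus Photinus luciferase reporter. Copper sulfate 700 uM final, 20 hr ambient incubation, luminescent detection after 10 min with reagent.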
Coupling enz – qHTS Assay for Inhibitors of Fructose-1,6-bisphosphate Aldolase from Giardia Lamblia: Coupling assay counterscreen. coupling enzyme system counterscreen, AmpLite Red fluorescence. activity change, negative = inhibition, % at 58.2 µM, hits read low. actives 0.67% (n = 290,000). AID 2472, 2010; in the data active means activity change below about -30%; further: on the % scale 0 is the no-effect control and ±100 the full control effect
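Coupling enzymes only (glyceraldehyde-3-phosphate) + compound, at 57.5 uM final, 10 min RT; add substrate/coupling/AmpLite Red mix, 20 min RT; fluorescence ex 525/em 598 nm. Actives flag coupling-system interference.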
Rab9 promoter act – qHTS Assay for Rab9 Promoter Activators; Huh7 Rab9 promoter-luciferase reporter, luminescence, 24 h; Potency, µM (top dose mostly 9.22 µM), inactives show at the top dose activation, negative = inhibition, most hits filed as activators; actives 2.8% (n = 320,000); AID 485297, 2010; further: potency means the concentration at half of the fitted maximal effect; % of control where 0% means no effect; nearly all actives have a fitted effect of over 60% in size
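Quantitative HTS format; Huh7 Rab9-luciferase reporter cells (1500/well) receive compound 2 h post-plating, incubate 24 h at 37 °C, then get luciferase reagent for 10 min before luminescence reading.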
NPC1 promoter act – qHTS Assay for NPC1 Promoter Activators; Huh7 NPC1 promoter luciferase reporter, 24 h; Potency, µM (top dose mostly 9.22 µM), for inactives: top-dose activation, hits mostly activators; actives 2.4% (n = 320,000); AID 485313, 2010;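 further: potency means the concentration at half of the fitted maximal effect; % of control where 0% means no effect; nearly all actives have a fitted effect of over 60% in size; reporter is driven by a mutant NPC1 promoter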
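In 1536-well qHTS, Huh7 cells harboring an NPC1 promoter–luciferase construct received compound for 24 h; activation was quantified by luminescence following luciferase reagent addition.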
FLuc counter – qHTS profiling assay for firefly luciferase inhibitor/activator using purifed enzyme and Km concentrations of substrates (counterscreen for miR-21 project). Potency, µM (titrated, usually from 57.5 µM), for the others: at the highest dose activity change, negative = inhibition, usual class: inhibitors. Luciferin 4-monooxygenase (Photinus pyralis), P08659. purified FLuc, Km substrates, luminescence inhibition. AID 588342, 2011. actives 6.9% (n = 360,000);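 further: potency means the concentration at half of the fitted maximal effect; plate controls were vehicle for no effect and reference inhibitor for full effect; nearly all actives have a fitted effect of over 55% in size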
Target sequence (P08659 whole entry, looked up): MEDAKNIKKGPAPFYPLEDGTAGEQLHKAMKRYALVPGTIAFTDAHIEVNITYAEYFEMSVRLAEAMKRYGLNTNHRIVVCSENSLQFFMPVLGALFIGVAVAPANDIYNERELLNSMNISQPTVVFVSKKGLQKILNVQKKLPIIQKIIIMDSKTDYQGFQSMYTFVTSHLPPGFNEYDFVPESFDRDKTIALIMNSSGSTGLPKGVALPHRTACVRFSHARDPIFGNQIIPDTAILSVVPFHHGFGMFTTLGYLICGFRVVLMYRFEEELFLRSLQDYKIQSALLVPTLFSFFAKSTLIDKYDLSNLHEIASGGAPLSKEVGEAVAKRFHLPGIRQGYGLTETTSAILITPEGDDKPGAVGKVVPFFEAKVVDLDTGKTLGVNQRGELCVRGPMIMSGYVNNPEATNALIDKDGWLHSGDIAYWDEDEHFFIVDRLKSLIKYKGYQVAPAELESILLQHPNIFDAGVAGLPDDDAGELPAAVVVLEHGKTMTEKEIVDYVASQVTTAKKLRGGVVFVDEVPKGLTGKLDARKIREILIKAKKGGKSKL
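Purified P. pyralis luciferase (10nM final) with 10uM D-luciferin and 10uM ATP (Km levels) in 50mM Tris acetate pH 7.5, 10mM Mg acetate, 0.01% Tween-20, 0.05% BSA; qHTS 6-point titration, ~60 µM downward; luminescence read.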
Tb PFK inh – qHTS Assay to Find Inhibitors of T. brucei phosphofructokinase. T. brucei PFK, ADP-Glo luminescence. Potency, µM (titrated, usually from 57.5 µM), inactives show at the top dose activity, negative = inhibition, actives largely listed as inhibitors. actives 0.17% (n = 330,000). AID 485367, 2010;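 further: potency means the concentration at half of the fitted maximal effect; 0% = uninhibited 1x PFK enzyme wells and -100% = no-enzyme wells; nearly all actives have a fitted effect of over 60% in size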
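1.25 nM PFK with 0.5 mM F6P and 0.1 mM ATP in 0.1 M TEA pH 8.0, 5 mM MgCl2, incubated 45 min at room temperature; ADP measured by ADP-Glo luminescence; compounds titrated up to 57 uM.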
Giardia killer – Small Molecules that selectively kill Giardia lamblia: qHTS; actives 0.15% (n = 340,000); activity change, % at 7.66 µM, hits read low; AID 540267, 2011; Giardia lamblia trophozoite viability; in the data active means activity change below about -80%; inconclusive means between about -30% and that limit;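 further: parasites exposed to compound for two days anaerobically before the ATP read; on the % scale 0 is the no-effect control and ±100 the full control effect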
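Compounds were tested on trophozoites seeded at 100 cells/well and held 48 hrs at 37 deg C anaerobically. An ATP-based luminescent kit measured the remaining live cells.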
KCNH2 3.1 block – qHTS for Inhibitors of KCHN2 3.1: Mutant qHTS. AID 720553, 2013. activity change, % (tested at about 1.8 µM). actives 0.95% (n = 340,000). U2OS KCNH2 3.1, thallium flux FluxOr; hits give low values. Potassium voltage-gated channel subfamily H member 2, brain isoform KCNH2 3.1 (human);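 active means maximum activity change below -70%; inconclusive means maximum activity change from -70% to -50%; inactive means maximum activity change above -50%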;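 further: thallium influx rate constant from kinetic fluorescence after stimulation buffer; on the % scale 0 is the no-effect control and ±100 the full control effect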
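Kinetic fluorescence (2 min after stimulation buffer) measures Tl+ influx through KCNH2 3.1 expressed by viral transduction in U2OS cells; the rate constant is normalized against DMSO controls serving as positive and negative references.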
ELG1 genotox – qHTS screen for small molecules that induce genotoxicity in human embryonic kidney (HEK293T) cells expressing luciferase-tagged ELG1 | HEK293T ELG1-luciferase reporter, luminescence, 16 h | Potency, µM (titrated, usually from 46 µM), for the others: at the highest dose activity change, positive = activation, usual class: activators | actives 1.3% (n = 330,000) | AID 504466, 2011; further: potency means the concentration at half of the fitted maximal effect; % of control where 0% means no effect; nearly all actives have a fitted effect of over 60% in size
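After overnight (16 hr) compound treatment at 37 °C, ELG1-luciferase HEK293T cells were lysed with ONE-Glo; luminescence quantified 30 min later at room temperature.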
Gal4-VP16 FLuc – VP16 counterscreen qHTS for inhibitors of ROR gamma transcriptional activity | Drosophila S2 Gal4-VP16 UAS-luciferase, luminescence, 20 h | Potency, µM (titrated, usually from 53.6 µM), inactives show at the highest dose activity, negative = inhibition, actives largely listed as inhibitors | actives 3.5% (n = 310,000) | AID 2546, 2010;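 further: Gal4-VP16 expression switched on by copper sulfate through the metallothionein promoter; potency means the concentration at half of the fitted maximal effect; on the % scale 0 is the no-effect control and ±100 the full control effect; nearly all actives have a fitted effect of over 50% in size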
uPA generation – qHTS for Inhibitors of Cell Surface uPA Generation; cell surface uPA generation assay, qHTS; actives 0.31% (n = 330,000); Potency, µM (series often up to 38.3 µM), without a hit: at the highest dose activity change, negative = inhibition, most hits filed as inhibitors; AID 540303, 2011; active means well fitted inhibition curve with a large enough effect; inconclusive means small, poorly fitted or top-dose-only effect; inactive means no such curve, though single readings can be large or run the other way; tested in mouse RAW 264.7 cells; further: potency means the concentration at half of the fitted maximal effect; on the % scale 0 is the no-effect control and ±100 the full control effect; nearly all actives have a fitted effect of over 55% in size
* hit, by the source's call; ? = inconclusive; . = no result given; [ ] = dose if it differs, or a comment. Unless noted, the call rests on the fitted dose curve; in most records, active means well fitted curve in the direction sought with a large enough effect; inconclusive means small, poorly fitted or top-dose-only effect, or another doubt; inactive means no such curve, though single readings can be large; an effect the other way counts as inactive or inconclusive.

Values run as follows: RORgamma inh | Coupling enz | Rab9 promoter act | NPC1 promoter act | FLuc counter | Tb PFK inh | Giardia killer | KCNH2 3.1 block | ELG1 genotox | Gal4-VP16 FLuc | uPA generation
COc1cc(Br)cc(C=Nc2cccc(C(F)(F)F)c2)c1O
  ? | -4.0 | -3.7% | 0.1% | -0.9% | -5.8% | 6.3 | 5.2 | -0.1% | 15.5% | -4.0%
CCNC(=S)Nc1cc(OCC)c(NC(=O)c2ccco2)cc1OCC
  15.8µM* | -8.7 | -3.4% | -2.8% | 4.0% | 0.3% | 6.8 | -7.3 | -1.7% | ? | 3.6%
O=S(=O)(c1ccc(Cl)c2ccccc12)N1CCCC1
  ? | -0.8 | 0.2% | -5.9% | -1.1% | -11.1% | 1.9 | -2.8 | -1.9% | -15.1% | -2.6%
COc1ccc(OC)c(-c2nnc(NC(=O)C(C)Sc3nncn3C)s2)c1 (stereo unspecified)
  13.4% | 1.7 | -2.0% | 1.6% | -3.3% | -1.1% | -10.6 | 3.6 | 11.8% | 2.9% | 4.5%
CS(=O)(=O)NN1C(=O)c2ccccc2NC1c1ccccc1 (stereo unspecified)
  -11.4% | 1.6 | 1.1% | -10.0% | -3.0% | -11.7% | -3.9 | 18.6 | -0.1% | 5.2% | 4.5%
O=C(O)CCSc1nnc(-c2ccncc2)n1-c1ccccc1
  15.8% | 11.6 | 1.5% | -3.2% | 3.1% | -1.0% | -11.4 | . | 1.3% | 0.2% | -0.8%
CCOC(=O)c1nnn(-c2nc(OC)nc(N(C)C)n2)c1-c1ccccc1
  -9.0% | 4.0 | -7.3% | -3.9% | 0.4% | -2.3% | 3.8 | 6.2 | -2.5% | -2.9% | 4.8%
CCOC(=O)c1cn2nc(Oc3ccc(C(=O)OC)cc3)ccc2n1
  -0.9% | -0.5 | -3.2% | -0.5% | -1.4% | -23.1% | -2.0 | 4.6 | -2.2% | ? | 4.9%
CN(Cc1ccccc1)C(=O)COC(=O)c1ccc2ccccc2n1
  13.3% | -12.4 | 18.2% | -1.5% | -18.8% | 1.9% | -7.5 | -5.0 | -0.5% | -22.9% | .
COc1cc(OC)cc(-c2c(C#Cc3ccsc3)c3cc(-c4ccc(N(C)C)nc4)ccc3n2C)c1
  . | . | . | . | . | 0.6% | -0.4 | -6.7 | 1.7% | . | 8.4%
Cc1cc(NC(=O)CCC(=O)N(CC(=O)NCC2CCCO2)c2cccc(C)c2C)no1 (stereo unspecified)
  -18.6% | 2.0 | 0.1% | 0.9% | 0.7% | 1.4% | -4.5 | 22.6 | -1.4% | -4.9% | -2.1%
CCCCCn1c(CN2CCN(C)CC2)nc2c1c(=O)n(C)c(=O)n2C
  -8.4% | 10.2 | 9.2% | -1.6% | 1.4% | 2.3% | -0.9 | -0.3 | -0.5% | -0.9% | -13.2%
CC(C)NS(=O)(=O)c1ccc(CCC(=O)NCc2ccncc2)cc1
  -19.1% | -11.6 | -1.2% | -2.9% | -1.6% | 9.2% | 4.9 | 2.1 | -3.3% | ? | -9.8%
C[C@@H](C(=O)Nc1ccccc1N1CCOCC1)N1C(=O)C2CCCCC2C1=O (stereo partly specified)
  . | . | . | . | . | -0.7% | -7.0 | 16.3 | 0.2% | . | 4.1%
O=C(CCSCCC(=O)NCc1ccco1)NCc1ccco1
  -14.4% | -0.6 | -2.5% | 1.6% | 2.2% | ? | 1.9 | 2.0 | 0.3% | 2.5% | -13.6%
CCCCCCSc1cccc(-c2nc3cc(C)ccn3c2NC2CCCCC2)c1
  . | . | -12.7% | -12.6% | -6.6% | -1.6% | -1.0 | -12.8 | -7.0% | . | 6.4%
CCOc1ccc(NCc2nnc(SCc3ccc(Cl)cc3)n2-c2ccccc2)cc1
  36.1% | -0.1 | -4.6% | -4.5% | 11.3% | -5.9% | -8.2 | -48.6 | -11.6% | ? | 4.4%
O=C(NCc1ccco1)C(c1ccncc1)N(CCC1=CCCCC1)C(=O)Cn1nnc2ccccc21 (stereo unspecified)
  -3.0%[10 µM] | -3.7 | -10.8% | 0.1% | -1.5% | -4.2% | 6.2 | 8.2 | -0.3% | 3.8% | -4.3%
COc1ccccc1N1CCN(C2CCCN(C(=O)c3oc(C)cc3C)C2)CC1 (stereo unspecified)
  -7.8% | . | -1.3% | -1.8% | -0.7% | 1.3% | 32.1[activator] | . | -14.2% | -4.8% | 2.3%
Cc1ccc(SCC(=O)c2sc(-c3ccccc3)nc2C)cc1
  ? | -3.0 | -0.2% | 0.4% | -11.3% | -6.6% | -3.3 | -22.8 | 1.7% | -12.7% | -0.3%

Further compounds:
Values run as follows: RORgamma inh | Coupling enz | Rab9 promoter act | NPC1 promoter act | FLuc counter | Tb PFK inh | Giardia killer | KCNH2 3.1 block | ELG1 genotox | Gal4-VP16 FLuc | uPA generation
O=C(c1ccccc1F)N1CCc2ccccc21
  -16.8% | 1.2 | -0.9% | -2.8% | 0.1% | -1.3% | -5.1 | 3.0 | -4.1% | 15.7% | -2.5%
C/C(=N\NC(=O)c1ccc(Cl)c(Cl)c1)c1ccc(Br)s1
  0.631µM* | 4.5 | -8.1% | -9.2% | 0.0% | 4.6% | 26.5 | -5.5 | -0.2% | 0.631µM* | 2.2%
CC1(C)CC2CC(C)(CN2Cc2c(O)ccc3ccccc23)C1 (stereo unspecified)
  -4.4% | -15.8 | 10.0% | 7.0% | -8.3% | -4.3% | -27.8 | -3.6 | 1.6% | 16.0% | -2.6%
COc1ccc(-n2nnnc2SCC(=O)NCCc2ccccc2)cc1OC
  -1.2% | 4.4 | 0.8% | -6.2% | -2.4% | 1.3% | -7.8 | 31.1 | . | 19.6% | -17.6%
CC(C)(C)c1ccc(NC(=O)CCNC(=O)c2ccco2)cc1
  18.8% | 1.7 | 0.3% | 1.9% | ? | 3.5% | -27.7 | -8.5 | 5.7% | 18.2% | 3.9%
CCOc1ccc(/C=N/OCC(=O)Nc2cc(C)on2)cc1
  0.1% | 3.6 | 1.3% | 1.2% | -16.0% | 3.6% | 21.7 | . | -0.4% | -3.1% | 1.6%
N#Cc1c(Cl)cccc1-n1ccnc1
  -3.5% | 0.5 | -4.3% | -3.1% | 2.3% | -0.8% | 4.6 | 5.8 | 0.7% | -9.8% | .
CCC1c2ccc(C)n2CCN1C(=O)Nc1ccc(F)cc1 (stereo unspecified)
  -2.1% | -3.9 | 13.2% | -3.9% | -17.7% | 0.0% | -2.0 | 11.3 | ? | 5.4% | -0.8%
O=C(NC1CCCCC1)c1ccc(CNc2ccccc2)o1
  26.3% | -0.1 | 0.4% | 0.3% | 0.0% | -0.1% | -5.3 | -0.4 | -0.1% | -8.5% | 0.1%
O=C(CN(Cc1ccc2c(c1)OCO2)C(=O)CNC(=O)c1ccco1)NC1CCCCC1
  -3.0% | -0.3 | -2.6% | 9.4% | 3.9% | 3.4% | -12.1 | 13.9 | 3.9% | -2.7% | 5.1%
CC1CN(CC(=O)NCc2ccccc2)CC(C)O1 (stereo unspecified)
  -3.3% | 1.9 | -0.3% | -10.5% | -0.8% | -0.5% | 5.4 | -4.1 | 3.4% | -11.6% | 2.4%
COc1ccc(S(=O)(=O)N2CCCC(C(=O)NCc3cccnc3)C2)cc1 (stereo unspecified)
  -8.2% | 2.5 | -3.6% | -1.7% | -0.2% | 3.8% | -22.9 | 0.4 | 0.7% | -4.6% | 4.7%
Cc1ccc(S(=O)(=O)N2CCC(C(=O)Nc3ccc4c(c3)COC4=O)CC2)cc1
  14.1% | 7.6 | 22.6% | 3.2% | -9.1% | -4.1% | 2.4 | -3.4 | 0.3% | 7.2% | 5.6%
Cc1cc(O)ccc1N/C=C(\C#N)c1nc2ccccc2o1
  14.1% | -1.9 | 11.9% | 10.3% | -9.0% | 13.5% | 3.5 | -7.7 | -0.7% | -12.6% | 1.6%
O=C(Cc1ccccc1)Nc1ccc2c(c1)OC1(CCCC1)O2
  . | . | 2.51µM* | 2.51µM* | 4.78µM* | -2.6% | -10.2 | 7.6 | ? | . | -2.4%
Cc1ccc(-n2nnnc2Sc2nc([N+](=O)[O-])nn2C)cc1
  -28.4% | -12.6 | 0.2% | 0.7% | 1.6% | -14.5% | -9.2 | 4.3 | 2.8% | -9.5% | -17.7%

Compounds were not picked by outcome; any-hit rate near 14%.
